# NCI-60 one-dose screen, 48 h, at 10 µM unless noted. Numbers give growth in % (100 = growth as untreated, 0 = no growth, -100 = all killed).
# HCC-2998 – HCC-2998 colon cancer; hit rate 4.7% among 79,000; AID 1794799
# HT29 – HT29 colon cancer | hit rate 7.4% among 81,000 | AID 1794748
# COLO 205 – COLO 205 colon cancer; AID 1794742; hit rate 7.3% among 79,000
# HCT-116 – HCT-116 colon cancer. hit rate 7.3% among 82,000. AID 1794798
# HCT-15 – HCT-15 colon cancer. hit rate 5.2% among 82,000
# SNB-75 – SNB-75 CNS cancer; AID 1794750; hit rate 5% among 79,000
# SW-620 – SW-620 colon cancer; hit rate 5.2% among 82,000; AID 1794795
# KM12 – KM12 colon cancer cells. hit rate 5% among 82,000
# NCI-H322M – NCI-H322M lung cancer | hit rate 2.7% among 80,000 | AID 1794733
# Active calls of the source: *; x = no result given; & = joins results of further samples. Rule for the calls: active = growth percent below 10; inactive = the rest.
no.	smiles	HCC-2998	HT29	COLO 205	HCT-116	HCT-15	SNB-75	SW-620	KM12	NCI-H322M
1	COc1ccc(/C=C/C(=O)c2ccc(S(=O)(=O)NCCNc3nc(Nc4ccc(F)cc4)nc(N(C)C)n3)cc2)cc1	59	-46*	49	-67*	1.9*	53	26	-26*	55
2	Clc1ccccc1Oc1ccc(Nc2ncnc3onc(-c4ccccc4)c23)cc1	97	78	95	78	65	91	93	100	109
3	CCOC(=O)C(CC(Nc1ccc(OC)cc1)c1ccccc1)[N+](=O)[O-] (configuration not stated)	96	96	107	98	103	90	99	91	113
4	CCOC(=O)C1=C(c2ccccc2)N=c2s/c(=C/c3ccc(Br)cc3)c(=O)n2C1c1ccc(O)c(OC)c1 (configuration not stated)	102	97	120	85	89	70	90	90	87
5	COc1ccc(C(=O)Oc2ccc(C=O)cc2OC)cc1	105	112	107	104	104	92	107	105	99
6	O=C(N/N=C/[C@@H](O)[C@@H](O)[C@H](O)[C@H](O)CO)c1ccc(NC(=O)c2cccnc2)cc1	119	108	110	103	105	96	102	103	106
7	NC(=O)NC1(C(=O)O)CCCC1	108	108	107	115	100	100	109	107	115
8	O=c1[nH]c(=S)c2cnn(-c3ccccc3)c2[nH]1	103	104	91	94	105	76	95	104	101
9	O=C(NCc1ccccc1)c1cccc(N=Cc2ccccc2O)c1	96	103	106	110	100	77	99	96	103
10	CC(=O)N(C)c1cccc(C)c1	117	101	109	113	98	93	101	102	92
11	CCC(N)CCC(=O)O (configuration not stated)	100	103	109	101	103	97	106	101	102
12	CCCCN(CCCC)CCCC	87	99	100	94	101	94	105	95	102
13	CN(CCOc1ccc(C#N)cc1)CCOc1ccc(C#N)cc1	x	89	52	66	86	83	58	71	87
14	COc1cc(NC(=O)Nc2cccc(Cn3c(=O)[nH]c4ccc(Oc5ncccn5)cc4c3=O)c2)cc(OC)c1	110	91	x	78	91	104	100	88	97
15	O=C(OCCCCBr)c1ccccc1	107	112	111	104	100	75	96	108	100
16	Cc1ccc(-c2nc3ccc(C(=O)N=Nc4c(O)[nH]c5ccccc45)cc3[nH]2)cc1	117	112	116	87	105	106	113	110	106
17	CCOC(=O)CCN(CCC(=O)OCC)c1ccccc1	119	100	94	95	101	94	103	93	110
18	C=CCn1c(-c2ccc(-c3nc4ccc(C)cc4[nH]3)cc2)n[nH]c1=S	108	105	120	106	99	104	112	105	102
19	Cc1cc(C(=O)c2ccccc2)cc(C)c1O	102	113	103	85	96	88	97	100	101
20	CCN(CC)c1ccc(/C=N/NC(=O)c2ccc(Nc3ccnc(C(F)(F)F)c3)cc2)c(O)c1	38	0.6*	-18*	24	20	37	41	25	15
21	CC(C)CCc1nc2ccc(NCc3ccc(OCCN4CCC(C)CC4)cc3)cc2[nH]1	43	40	66	65	67	91	89	88	99
22	C=C[C@@H]1C[C@H](O)Cc2c(C)cc(C)cc2N1	94	x	106	100	101	94	100	105	117
23	CCCCCCCCCCCCCCCCCCOc1cccc(CC(=O)NCC[N+]2(C)CCCC2)c1	71	68	92	84	99	70	88	92	97
24	CCOC(=O)c1c(C)nc2c(c1N)/C(=C/c1cccs1)C(=O)N2c1ccc(OC)cc1	81	51	63	21	73	31	68	70	71
25	COc1ccccc1-c1cn2ccnc2c(-c2ccc3ncn(C4CCCCC4)c3c2)n1	110	89	108	72	66	65	97	96	101
26	CC(C)(C)Nc1nc2c(OCCc3ccccc3)cccn2c1-c1ccc(Cl)cc1	25	24	-4.0*	8.6*	3.9*	52	41	33	25
27	CCOC(=O)c1cn2c3c(cccc3c1=O)C(=O)/C(=C/c1ccc(C(F)(F)F)cc1)C2	101	102	100	90	101	x	86	104	88
28	Cn1cc(C(=O)Nc2cc(C(=O)Nc3cc(C(=O)NCCC(=N)N)n(C)c3)n(C)c2)cc1NC(=O)CN=C(N)N	105	101	145	98	97	85	101	108	101
29	CC(=O)Oc1ccc(C)cc1C	112	105	125	98	100	70	108	103	108
30	Cc1noc(C)c1S(=O)(=O)n1nc(Nc2ccc(Cl)cc2)nc1N	85	84	x	87	86	57	95	78	99
31	O=C1/C(=C/c2cccc(F)c2)CN(C(=O)C(Cl)Cl)C/C1=C\c1cccc(F)c1	-87*	1.6*	-60*	-83*	-65*	-52*	-63*	-74*	-44*
32	Cc1ccc(OC(=O)c2ccccc2C)cc1	107	93	112	98	104	96	105	105	105
33	COC(=O)c1nc(N)nc(C(=O)OC)c1C(=O)c1ccncc1	112	123	115	109	100	128	116	110	106
34	CN1C(=O)CN2CCc3ccccc3C2c2cc(Cl)ccc21 (configuration not stated)	98	108	110	82	90	96	-34*	106	93
35	CCOC(=O)NC1CC2c3ccccc3C1c1ccccc12 (configuration not stated)	108	100	114	107	x	93	116	113	109
36	FC(F)(F)c1ccc(-c2cn3nc(-c4c[nH]c5ccc(Br)cc45)sc3n2)cc1	96	97	92	93	71	86	97	87	86
37	COc1cc(C2CC(c3cccc(Nc4ccnc5cc(Cl)ccc45)c3)=NN2c2ccccc2)cc(OC)c1OC (configuration not stated)	92	60	92	65	67	79	38	41	87
38	COc1cc(C=Nc2oc(-c3ccccc3)c(-c3ccccc3)c2C#N)cc(CN2CCN(c3ccccc3)CC2)c1O	113	112	119	100	97	84	99	101	101
39	O=C(Nc1nc(-c2ccc(Br)cc2)cs1)c1ccccc1CN1C(=O)c2ccccc2C1=O	105	101	109	98	100	88	99	104	108
40	Cc1[nH]c(C(=O)OCCCCc2cn(CCCCNC(=O)COc3cccc4c3C(=O)N(C3CCC(=O)NC3=O)C4=O)nn2)c2c1C(=O)CCCC2 (configuration not stated)	106	117	103	103	109	100	99	110	109

# Compounds shown so far that contain bromine, in the order listed:
no.	smiles	HCC-2998	HT29	COLO 205	HCT-116	HCT-15	SNB-75	SW-620	KM12	NCI-H322M
4	CCOC(=O)C1=C(c2ccccc2)N=c2s/c(=C/c3ccc(Br)cc3)c(=O)n2C1c1ccc(O)c(OC)c1 (configuration not stated)	102	97	120	85	89	70	90	90	87
15	O=C(OCCCCBr)c1ccccc1	107	112	111	104	100	75	96	108	100
36	FC(F)(F)c1ccc(-c2cn3nc(-c4c[nH]c5ccc(Br)cc45)sc3n2)cc1	96	97	92	93	71	86	97	87	86
39	O=C(Nc1nc(-c2ccc(Br)cc2)cs1)c1ccccc1CN1C(=O)c2ccccc2C1=O	105	101	109	98	100	88	99	104	108

# Following part.
no.	smiles	HCC-2998	HT29	COLO 205	HCT-116	HCT-15	SNB-75	SW-620	KM12	NCI-H322M
41	C=C(C)[C@@H]1CC[C@]2(C(=O)NCCCCNCCCN)CC[C@]3(C)[C@H](CC[C@@H]4[C@@]5(C)CCC(=O)C(C)(C)[C@@H]5CC[C@]43C)[C@@H]12	103	115	111	101	100	81	101	102	102
42	CCCCCCCCCCCCCCCCCC1=NC(CC)CO1 (configuration not stated)	94	93	108	89	93	92	106	83	125
43	O=C(Cc1ccccc1)Nc1ccc(-c2nc3ccccc3c(=O)[nH]2)cc1	101	92	96	86	92	73	87	98	86
44	Cc1cc2nnc(-c3ccccc3)n2c(SCc2ccccc2)n1	117	110	104	96	91	85	98	96	91
45	O=Cn1nc(-c2ccc(Br)cc2)cc1-c1ccccn1	108	101	105	60	91	118	89	107	113
46	CN(C)CCNC(=O)OCCCCOc1cc(O)c2c(=O)cc(-c3ccccc3)oc2c1	-51*	-54*	-46*	-69*	-52*	103	-32*	-50*	-31*
47	CCCCn1c(=O)c(-c2cc(-c3ccc(Cl)cc3)nc(-c3ccc(Cl)cc3)c2)cc2cc(Cl)ccc21	102	101	109	106	98	95	100	102	96
48	CC(C)c1nn(-c2ccccc2)c(-n2ccnc2)c1/C=N/NC(N)=S	103	98	98	96	91	77	105	92	99
49	O=c1[nH]c(CNc2ccc(S(=O)(=O)Nc3ncccn3)cc2)nc2ccccc12	112	103	105	96	95	84	100	x	102
50	Cc1cc2occ(CC(=O)Nc3nnc(C4CC4)s3)c2cc1C	84	91	110	94	81	95	100	102	115
51	CN(C)c1ccc(Cc2ccc(N(C)C)cc2)cc1	103&108&76	84&96&96	100&113&99	89&101&93	100&106&105	100&92&102	108&103&93	88&107&98	101&102&96
52	O=C(O)C(c1ccc(Cl)cc1)c1ccc(Cl)cc1	114	103	110	91	92	91	99	104	103
53	CN1CCN(C(=O)CNc2nnc(-c3cccnc3SCc3ccccc3)s2)CC1	103	101	x	99	104	73	108	95	x
54	COC(=O)C(N)CCCCNC(c1ccccc1)(c1ccccc1)c1ccccc1 (configuration not stated)	110	102	104	93	102	71	92	105	86
55	CC1=C(C(=O)c2ccccc2)C(c2ccc3c(c2)OCO3)NC(=O)N1 (configuration not stated)	111	105	114	99	100	91	99	100	100
56	CC1=CSc2nnc(CSC(SCc3nnc4n3NC(C)=CS4)c3ccccc3)n2N1	120	105	104	99	x	82	101	98	106
57	CC(=O)Oc1ccc(/C=C/C(=O)N[C@@H](Cc2ccccc2)C(O)C(=O)NCc2ccccc2)cc1OC(C)=O (some centres not stated)	96	113	91	78	78	61	93	86	83
58	O=C(CCc1ccc(O)cc1)N/N=C/c1cc(Br)ccc1O	50	98	92	47	29	79	60	28	39
59	N=C(N)c1ccc(-c2ccc(-c3ccc(F)cc3F)o2)nc1	99	72	81	87	93	x	92	98	89
60	CC1CCCN(C(=O)Nc2ccc([N+](=O)[O-])cc2)C1 (configuration not stated)	101	99	113	95	85	85	105	95	92

# Compound profiles (already shown):
# O=c1[nH]c(CNc2ccc(S(=O)(=O)Nc3ncccn3)cc2)nc2ccccc12 in the list: HCC-2998: 112; HT29: 103; COLO 205: 105; HCT-116: 96; HCT-15: 95; SNB-75: 84; SW-620: 100; KM12: x; NCI-H322M: 102
# Cc1cc2occ(CC(=O)Nc3nnc(C4CC4)s3)c2cc1C in the list: HCC-2998: 84; HT29: 91; COLO 205: 110; HCT-116: 94; HCT-15: 81; SNB-75: 95; SW-620: 100; KM12: 102; NCI-H322M: 115
# COC(=O)C(N)CCCCNC(c1ccccc1)(c1ccccc1)c1ccccc1 (configuration not stated) in the list: HCC-2998: 110; HT29: 102; COLO 205: 104; HCT-116: 93; HCT-15: 102; SNB-75: 71; SW-620: 92; KM12: 105; NCI-H322M: 86

# Next results follow:
no.	smiles	HCC-2998	HT29	COLO 205	HCT-116	HCT-15	SNB-75	SW-620	KM12	NCI-H322M
61	Clc1cc2nc(-c3cc(-c4ccc5c(c4)OCO5)n[nH]3)[nH]c2cc1Cl	68	74	89	65	59	57	52	48	84
62	C=C(C)CN=CC1(C)CCC(C)=CO1 (configuration not stated)	105	105	97	94	95	86	108	104	110
63	CCN1C(=O)/C(=c2\sc3n(c2=O)C2C(NN=3)N(CC)C(=O)N2CC)c2ccccc21 (configuration not stated)	30	13	-11*	9.4*	19	5.7*	30	14	47
64	COc1ccc(C2=NN(CC(=O)Nc3nc4ccccc4s3)C(=O)CC2)cc1	100	98	100	92	106	84	98	105	99
65	COC(=O)CC1CC1C1Cc2c(nc(N(C)S(C)(=O)=O)nc2C(C)C)-c2ccc(F)cc21 (configuration not stated)	101	67	91	44	59	92	66	76	97
66	COc1cccc(C2CC(=O)Nc3c(-c4ccc(F)cc4)nsc32)c1 (configuration not stated)	99	82	92	87	89	100	96	89	86
67	COc1cccc(/C=C2\SC(=Nc3cc(C)on3)NC2=O)c1	106	106	103	96	94	92	103	100	97
68	O=S(=O)(C/C(=N/O)c1ccc(-c2ccccc2)cc1)c1ccccc1	98	105	127	106	94	100	111	106	98
